Bioassay records as filed in PubChem.
KKLEB cytotox = reduces viability of KKLEB cystic fibrosis airway cells. activity change (cytotoxicity), % at 5 µM. hit rate 0.36% among 360,000. KKLEB CF airway cells viability, ATPlite luminescence, overnight; stronger effect = lower value; cells stimulated with P. aeruginosa culture filtrate;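 active = corrected activity change at or below -50% at 5 µM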
LRH-1 inv ag = NR5A2 inverse agonism in reporter assay; O00482; HEK293T StAR-luciferase reporter, LRH-1 transfected, 24 h; inhibition, % at 3.6 µM; hit rate 0.13% among 360,000;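 active = inhibition above the mean inhibition of all tested compounds plus 3 SD, cut at about 73% in these data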;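 also: 0% = DMSO wells and 100% = reporter-only cells lacking LRH-1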
NCOA2 inhibitor = human SRC2 (NCOA2) inhibition. inhibition, % at 9 µM. hit rate 0.17% among 370,000. HEK293 GAL4-SRC2 luciferase reporter, luminescence;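 active = inhibition above the mean inhibition of all tested compounds plus 3 SD, set per campaign, cut at about 52% in these data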;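 also: 0% = DMSO treated cells and 100% = cells given Gossypol at 36 µM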
Target sequence (Q15596 whole entry, looked up, the tested form may be a part): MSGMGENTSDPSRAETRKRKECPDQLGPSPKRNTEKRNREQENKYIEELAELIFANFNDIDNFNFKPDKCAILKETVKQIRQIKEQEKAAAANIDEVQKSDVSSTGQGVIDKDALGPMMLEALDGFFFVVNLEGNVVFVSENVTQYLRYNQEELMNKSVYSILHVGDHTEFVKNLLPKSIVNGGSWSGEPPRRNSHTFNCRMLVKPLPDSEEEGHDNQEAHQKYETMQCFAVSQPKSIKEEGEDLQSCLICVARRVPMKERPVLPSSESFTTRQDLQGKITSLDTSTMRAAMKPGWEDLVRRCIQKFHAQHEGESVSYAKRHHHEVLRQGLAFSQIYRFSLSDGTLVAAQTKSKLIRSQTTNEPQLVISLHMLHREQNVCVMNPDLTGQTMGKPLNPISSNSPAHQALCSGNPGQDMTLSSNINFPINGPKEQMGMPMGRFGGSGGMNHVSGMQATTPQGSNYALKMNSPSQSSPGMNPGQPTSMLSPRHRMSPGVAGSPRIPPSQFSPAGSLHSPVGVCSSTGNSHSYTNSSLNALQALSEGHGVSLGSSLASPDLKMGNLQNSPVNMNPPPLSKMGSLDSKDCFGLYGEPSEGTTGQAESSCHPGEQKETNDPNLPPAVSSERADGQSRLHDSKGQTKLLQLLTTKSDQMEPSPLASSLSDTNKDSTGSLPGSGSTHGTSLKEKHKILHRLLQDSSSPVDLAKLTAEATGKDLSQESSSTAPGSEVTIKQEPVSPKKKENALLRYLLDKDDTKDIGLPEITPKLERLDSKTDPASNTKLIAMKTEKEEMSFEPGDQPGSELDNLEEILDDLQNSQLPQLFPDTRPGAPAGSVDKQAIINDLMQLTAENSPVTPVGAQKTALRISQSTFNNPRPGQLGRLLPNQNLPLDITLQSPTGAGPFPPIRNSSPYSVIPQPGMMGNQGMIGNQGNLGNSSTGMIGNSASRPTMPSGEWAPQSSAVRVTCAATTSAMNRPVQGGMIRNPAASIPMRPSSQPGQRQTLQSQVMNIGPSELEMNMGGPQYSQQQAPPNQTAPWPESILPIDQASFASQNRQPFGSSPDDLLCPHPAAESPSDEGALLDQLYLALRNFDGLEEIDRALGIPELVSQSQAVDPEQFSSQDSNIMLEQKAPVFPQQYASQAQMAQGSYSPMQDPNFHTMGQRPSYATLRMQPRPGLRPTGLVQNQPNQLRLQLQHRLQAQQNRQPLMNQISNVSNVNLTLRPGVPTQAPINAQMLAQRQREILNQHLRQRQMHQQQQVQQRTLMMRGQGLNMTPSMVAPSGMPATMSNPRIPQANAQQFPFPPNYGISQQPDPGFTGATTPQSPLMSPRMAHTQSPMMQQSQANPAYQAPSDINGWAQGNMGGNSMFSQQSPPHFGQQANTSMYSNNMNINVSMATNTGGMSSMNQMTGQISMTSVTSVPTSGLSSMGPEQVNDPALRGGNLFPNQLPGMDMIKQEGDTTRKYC
SRC3 inh = human NCOA3 inhibition | hit rate 0.17% among 360,000 | HEK293 GAL4-SRC3 luciferase reporter, luminescence | inhibition, % at 3.6 µM;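 active = inhibition above a per-campaign cutoff, the mean of all compounds plus 3 SD, cut at about 60% in these data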;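 also: 0% = DMSO-treated cells and 100% = gossypol-treated cells at 36 µM; higher means less SRC3-driven luciferase light from the GAL4 reporter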
CF NFkB block = cystic fibrosis NF-kB activation inhibition. KKLEB NF-kB-GFP reporter, PAF-induced, GFP fluorescence overnight. inhibition, % at 5 µM. hit rate 0.86% among 360,000. AID 588850;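 active = at least 50% inhibition at 5 µM, scaled per plate between neutral and stimulator controls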;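 also: PAF is a Pseudomonas aeruginosa culture filtrate used as stimulus; plate controls were PAF-stimulated DMSO wells for no effect and unstimulated DMSO wells for full effect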
TWEAK Fn14 block = blocks TWEAK-Fn14 interaction in a reporter cell assay; TWEAK-stimulated Fn14 reporter cells, luciferase luminescence, 8 h; inhibition, % at 10 µM; hit rate 2% among 360,000; in the data active = inhibition above about 50%
COUP-TFII inh = NR2F2 (human) inhibition, primary screen; P24468; HEK293T NGFI-A luciferase reporter, luminescence; inhibition, % at 8.6 µM; hit rate 0.7% among 370,000;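 active = inhibition above a per-plate cutoff, mean inhibition of test wells between control levels plus 3 SD, cut at about 38% in these data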;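 also: cells cotransfected with COUP-TFII expression vector driving the NGFI-A reporter; 0% = median of COUP-TF2 test wells and 100% = reporter-only cells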
EBV LMP1 NFkB = reduces LMP1-driven NF-kappaB luciferase signal; hit rate 0.69% among 350,000; LMP1-induced NF-kappaB luciferase reporter cells, luminescence; inhibition, % at 12.5 µM; in the data active = inhibition above about 41%;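 also: 0% = neutral control wells and 100% = reference inhibitor control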
C8 TRAIL sens = sensitizes caspase-8 expressing cells to TRAIL. NB7+C8 cells + TRAIL, ATPlite viability luminescence. inhibition (viability loss, TRAIL sensitization), % at 10 µM. hit rate 1% among 360,000. AID 624354;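 active = compounds causing at least 50% loss of cell viability in the single-dose screen, relative to plate controls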
NCOA1 inh = inhibitors of human steroid receptor coactivator 1 (SRC1); Q15788; HEK293 GAL4-SRC1 luciferase reporter, luminescence; inhibition, % at 3.6 µM; hit rate 0.12% among 360,000; AID 588354;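 active = inhibition above the campaign mean plus 3 SD, with each screening campaign given its own cutoff, cut at about 60% in these data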;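 also: 0% = DMSO treated cells and 100% = gossypol at 36 µM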
TROY signal inh = inhibitors of TROY-dependent NF-kB signaling; Q293 LMP1-TROYcd NF-kB luciferase reporter, 4 h; hit rate 0.98% among 360,000; inhibition, % at 10 µM; AID 1347056;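 active = compounds whose plate-normalised and pattern-corrected inhibition of the luciferase reporter signal at the single screening dose is 50% or more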
The depositor's hits bear a star; / = not tested or not shown. Rows are unselected; about 4.2% have a hit in one of these screens.

SMILES	KKLEB cytotox	LRH-1 inv ag	NCOA2 inhibitor	SRC3 inh	CF NFkB block	TWEAK Fn14 block	COUP-TFII inh	EBV LMP1 NFkB	C8 TRAIL sens	NCOA1 inh	TROY signal inh
Cc1ccc(S(=O)(=O)Nc2ccc(C(=O)N3CCN(c4ccccc4O)CC3)cc2)cc1[N+](=O)[O-]	-7	18	-2	6	21	-20	-11	7	-1	4	2
O=C(CSc1nccc(-c2cccs2)n1)Nc1cccc(Cl)c1Cl	-14	13	-13	-21	4	-2	4	-3	22	-4	0
O=C(c1cnn(-c2cccc(F)c2)c1)c1ccccc1O	0	-149	-127	-87	4	2	-26	5	2	-65	-20
O=S(=O)(c1cccc(F)c1)N1CCc2sccc2C1c1ccc(OC(F)(F)F)cc1 (stereo not drawn)	-13	1	7	1	28	-1	27	2	-5	18	3
O=C(Cn1nc(-c2ccc(Cl)cc2)ccc1=O)NCc1ccc2c(c1)OCO2	-10	7	-36	3	-9	-31	20	-2	-8	-4	-2
Cc1c(C(=O)N(C)C(C)c2ccncn2)oc2c(F)cccc12 (stereo not drawn)	9	0	13	24	-17	-3	-9	-4	10	5	-44
C=CC[C@@H](CC(=O)N[C@@H](CO)Cc1ccccc1)C(=O)N[C@H](COC(=O)[C@@H](CC=C)Cc1ccc(F)cc1)C(C)(C)C	1	3	-11	-4	-10	15	2	-6	-12	-16	3
N#Cc1cccc(NC(=O)CSc2ccc3c4c(cccc24)C(=O)c2ccccc2-3)c1	-43	5	-7	-15	21	17	-3	-2	25	-22	4
CC(C)(C)OC(=O)N1CCN(c2ccc([N+](=O)[O-])cc2)CC1	-1	-14	-6	-5	-19	-3	-5	-4	-7	6	12
Cc1cccc(OCCCC(=O)O)c1	8	6	-46	9	1	5	16	-14	-7	-51	4
Cc1ccccc1Cn1c(-c2ccc(=O)[nH]c2)nc2ccccc21	-2	0	-15	-37	3	-1	-6	14	4	8	6
C(=N\Nc1nc2ccccc2s1)/c1ccco1	-10	-91	-32	-80	-12	24	-46	-8	25	-107	-34
C[C@H]1CN([C@@H](C)CO)S(=O)(=O)c2ccc(-c3ccncc3)cc2O[C@H]1CN(C)C(=O)c1cccc(F)c1	2	-5	-12	-3	-2	15	-12	-11	12	4	-6
Cc1c(Cl)cc(-n2cnnn2)cc1[N+](=O)[O-]	3	12	-21	4	-23	7	0	-6	2	-11	-31
CCCN(CCC)Cc1c(C(=O)N/N=C/c2c[nH]c3ccccc23)nnn1-c1nonc1N	-2	18	-18	3	-8	-15	6	-8	-2	-34	8
CC(C)(C)OC(=O)NCCc1nnc(SCc2ccc(Cl)cc2Cl)o1	-6	-7	-16	16	2	-14	1	3	-2	-14	0
COc1ccccc1OCc1csc(N)n1	3	1	-19	7	7	-10	-3	7	2	1	7
O=[N+]([O-])c1ccc(OCc2cccc(COc3ccc([N+](=O)[O-])cc3)n2)cc1	5	-1	-4	8	4	-6	5	-10	20	-96	6
Cc1ccc(-c2nnn(CC(=O)N(c3ccccc3F)C(C(=O)NCC3CCCO3)c3c[nH]c4ccccc34)n2)cc1 (stereo not drawn)	-25	10	20	1	-20	1	8	-7	6	3	5
C[C@@]12CC[C@H]3OC(=O)C=C3C1CC[C@@]13CC(CCC12)[C@](CO)(O[C@H]1O[C@H](CO)[C@@H](O)[C@H](O)[C@H]1O)C3 (stereo partly drawn)	12	-7	-11	9	5	-12	-21	-6	3	-12	-5
Cc1cc(C)nc(SCc2ccc(C(=O)N/N=C/c3ccccc3C(=O)O)cc2)n1	6	2	-5	6	5	4	-8	-13	2	-11	4
Cc1ccnc(SCC(=O)c2ccc(Br)s2)n1	9	-17	-4	-18	0	-14	-18	2	-6	-40	-18
COc1cc(NC(=O)c2ccnc(N)c2)cc(C(=O)Nc2cccc(C(F)(F)F)c2)c1	10	-23	-22	-14	-2	-20	9	5	3	-8	-29
Cc1nc(Cl)c(C(=O)NC(C)(C)C)c(C)c1Cl	3	-3	2	7	5	-4	2	0	2	-1	-3
COc1ccc2cnnc(SCC(=O)Nc3ccc(C(C)=O)cc3)c2c1OC	0	-8	-5	-4	-7	-32	-9	7	-12	3	9

In the list so far, these contain a COOH group.
SMILES	KKLEB cytotox	LRH-1 inv ag	NCOA2 inhibitor	SRC3 inh	CF NFkB block	TWEAK Fn14 block	COUP-TFII inh	EBV LMP1 NFkB	C8 TRAIL sens	NCOA1 inh	TROY signal inh
Cc1cccc(OCCCC(=O)O)c1	8	6	-46	9	1	5	16	-14	-7	-51	4
Cc1cc(C)nc(SCc2ccc(C(=O)N/N=C/c3ccccc3C(=O)O)cc2)n1	6	2	-5	6	5	4	-8	-13	2	-11	4

New compounds follow
SMILES	KKLEB cytotox	LRH-1 inv ag	NCOA2 inhibitor	SRC3 inh	CF NFkB block	TWEAK Fn14 block	COUP-TFII inh	EBV LMP1 NFkB	C8 TRAIL sens	NCOA1 inh	TROY signal inh
CC1=C(C)CC(C(=O)NNC(=O)c2cccc(Cl)c2)C(C(=O)O)C1 (stereo not drawn)	4	-20	-19	10	-17	3	-7	0	3	-17	-15
O=C(NCc1cccnc1)C1CC(=O)N(CCc2ccccc2)C1 (stereo not drawn)	-11	-15	-3	6	-3	-10	8	3	-1	-6	-10
COc1cccc(-c2nnc3n2N=C(c2cccc(Br)c2)CS3)c1	-19	8	-8	24	44	11	-10	13	4	23	-7
CC(C)CC(O)C1CCN(C(=O)CCc2nnc(-c3ccc4c(c3)OCO4)o2)CC1 (stereo not drawn)	17	3	-37	-20	10	-6	9	4	2	-11	6
O=C(N/N=C/c1ccc[nH]1)c1ccccc1[N+](=O)[O-]	10	6	2	10	-13	-7	-11	4	-6	-3	0
O=[N+]([O-])c1ccc2oc(-c3ccccc3)nc2c1	11	-87	-31	-44	-40	-44	-28	-33	4	-42	-35
Cc1cc2[nH]c(=O)c(=O)[nH]c2cc1S(=O)(=O)N1CCN(c2cccc(Cl)c2)CC1	15	-1	-3	-24	-2	18	-15	-3	-2	9	-9
Cc1[nH]c2ccccc2c1/C=N/NC(=O)c1cc(C(C)(C)C)[nH]n1	2	8	-45	9	5	11	-17	/	-4	2	-17
Cc1ccc(SCC(=O)c2ccc(CC(=O)O)s2)cc1	-2	-11	23	-9	-5	10	17	/	0	-4	15
O=C(NCCS(=O)(=O)NC1CCCC1)c1ccccc1	-23	6	-21	0	11	0	-16	-1	28	-7	-6
Cc1cccc(/C=N/NC(=O)c2ccc3c(c2)OCCO3)c1O	-28	-74	8	-41	-10	74*	-22	17	76*	-52	29
CCC(C)Cn1c(C)nc2ccccc21 (stereo not drawn)	-3	10	12	8	-14	6	8	3	-1	12	/
Cc1nnc(Sc2cc(C(=O)NCCCN(C)Cc3ccccc3)c3ccccc3n2)s1	3	-34	-25	3	-16	1	-7	1	-11	-71	0
O=C(O)c1ccc(N/N=C/C=C/c2ccccc2[N+](=O)[O-])cc1	20	-96	-29	-67	2	-26	-14	-27	-4	-81	-36
O=C(O)c1cnnc2ccccc12	2	10	3	-17	-16	18	2	-1	-2	-12	-1
C=CCC1Cc2c(Br)cccc2C(CC=C)N1 (stereo not drawn)	2	5	13	3	16	8	0	0	0	-17	2
COc1ccc(C(=O)N2CCN(C(=O)C3COc4ccccc4O3)CC2)cc1OC (stereo not drawn)	2	-8	-16	-3	-5	-18	-14	6	1	6	16
O=C(CN1CCc2ccccc2C1)NCC(=O)Nc1ccc(F)cc1	-6	6	-52	2	0	5	4	-2	2	-3	8
Cc1ccc(NC(=O)c2ccccc2N(C)S(=O)(=O)c2ccccc2)c(C)c1	1	-8	-17	1	10	4	5	-2	2	9	10
COc1ccccc1NC(=O)Nc1ccc(Br)cn1	-11	-3	-2	-10	5	-7	1	3	0	-14	-19
Cc1nnc2c(NCC(C)c3ccccc3)nc3ccccc3n12 (stereo not drawn)	4	8	-5	-8	-26	22	-6	8	1	15	2
O=C(O)C1=C(C(=O)Nc2cc(C(F)(F)F)ccc2Cl)CCCC1	10	4	-4	25	-12	7	-6	-4	-1	8	1
O=C(NCCN1CCOCC1)c1ccc(Cl)c(S(=O)(=O)N2CCOCC2)c1	7	6	-2	-3	3	12	8	0	-1	11	9
CN1CC=C2C(C#N)=C(N)C(C#N)(C#N)C(c3ccsc3)C2C1 (stereo not drawn)	14	0	-6	5	-25	1	2	-8	-15	11	9
CC(Sc1nnc(Cc2ccccc2)n1C)C(=O)NC1CC1 (stereo not drawn)	-3	16	-1	-8	-18	15	11	-3	-17	-7	-5
(more compounds)
SMILES	KKLEB cytotox	LRH-1 inv ag	NCOA2 inhibitor	SRC3 inh	CF NFkB block	TWEAK Fn14 block	COUP-TFII inh	EBV LMP1 NFkB	C8 TRAIL sens	NCOA1 inh	TROY signal inh
COc1cc(OC)c2c(-c3ccccc3)cc(=O)oc2c1C(CC(=O)N1CCOCC1)c1ccc(N(C)C)cc1 (stereo not drawn)	-10	12	-3	1	13	-11	-9	1	-14	-38	-16
COCCCN(CCNC(=O)c1ccc(NC2=NC3CS(=O)(=O)CC3S2)cc1)Cc1ccco1 (stereo not drawn)	-6	5	9	10	1	15	-3	2	-11	18	3
Cc1ccn(CCC(=O)N2CCc3ccccc32)n1	9	-20	5	-31	-11	9	-14	1	14	-10	-1
O=C(NC(=S)Nc1ccccc1F)c1ccc(Br)o1	-3	-49	-55	-54	-36	-29	-18	-1	2	-66	-39
CC1Cc2cc(/C(O)=C3/C(=O)C(=O)N(CCCn4ccnc4)C3c3ccc(F)cc3)ccc2O1 (stereo not drawn)	-3	-2	-17	-16	5	5	-16	-11	-4	-24	33
O=c1c(Cl)c(N2CCN(S(=O)(=O)c3ccccc3)CC2)cnn1-c1ccccc1	13	9	-26	10	1	1	-6	-1	5	8	7
CCn1nc(C(=O)NC2=NCCS2)c2ccccc2c1=O	4	11	-37	15	-8	7	20	3	4	-4	18
Cc1ccc(NC(=O)C23CCC(C)(C(=O)[C@H]2Br)C3(C)C)cc1 (stereo partly drawn)	-10	-3	1	3	2	33	1	2	-3	6	-12
COC(=O)c1ccc(S(=O)(=O)NCc2ccco2)n1C	7	16	1	4	10	10	7	-5	1	-1	2
Cc1ccc(CC(=O)NCCC(=O)O)cc1	0	-3	-19	20	-37	-2	6	-2	4	-38	1
Cc1cc(C)c(S(=O)(=O)N(C)CC(=O)NCc2cccnc2)c(C)c1	-5	-3	12	-19	13	14	-15	3	-2	0	-19
CC1CCC(NC(=O)C2CCN(c3c4c(nc5ncnn35)CCC4)CC2)CC1 (stereo not drawn)	-1	-39	/	-51	-1	14	/	0	10	-31	-22
COC(=O)c1ccc(/C=N/OCC(=O)NCc2ccc(F)cc2)cc1	8	6	-6	2	-19	-3	6	-2	8	-16	15
COc1cccc(/C=N/NC(=O)c2c(C)nc3ccc(Br)cn23)c1O	-10	99*	/	79*	16	-21	/	63*	38	78*	-6
COc1cc(C(=O)Nc2c(C)cc(C)cc2C)c(Br)c(OC)c1OC	13	3	-4	8	-9	-14	21	-3	-2	9	3
Cc1ccc2[nH]c(CN3CCN(C)C(CCO)C3)c(C)c2c1 (stereo not drawn)	-6	14	21	3	-2	6	7	-4	15	11	11
O=C(C1CCCCC1)N1CCC2CC1c1cc(Cl)ccc12 (stereo not drawn)	-2	-14	-9	-10	-3	10	12	1	-13	18	9
Fc1ccc2c(c1)C1C=CCC1C(c1cc3c(cc1Br)OCO3)N2 (stereo not drawn)	-12	8	-25	0	-1	37	11	-7	15	18	8
